Redox H2O2 prof: compounds producing H2O2 with reducing agent – biochemical, NIH compound library profiling, artefact control for MLSCN library redox annotation, primary screen; DTT-dependent redox cycling H2O2, phenol red/HRP absorbance; 100% = 100 µM peroxide control, 0% = buffer; AID 878; 200,000 tested, 0.03% active; activation, % at 10 µM;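 active means activation of at least 50% relative to the plate's high and low controls in the primary single-dose screen; inactive means activation below 50%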;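 further: compound incubated with DTT at 0.8 mM final as the reducing agent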
PMI activator: activators of human phosphomannose isomerase; purified human PMI, coupled resazurin fluorescence, 20 min; stronger effect = higher value; 1 = vehicle control, 0 substrate-free wells; AID 1214; P34949; 190,000 tested, 0.005% active; activation factor at 20 µM;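 active means activation factor of 2 or more at 20 µM, relative to plate controls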
Target sequence (P34949 whole entry, looked up): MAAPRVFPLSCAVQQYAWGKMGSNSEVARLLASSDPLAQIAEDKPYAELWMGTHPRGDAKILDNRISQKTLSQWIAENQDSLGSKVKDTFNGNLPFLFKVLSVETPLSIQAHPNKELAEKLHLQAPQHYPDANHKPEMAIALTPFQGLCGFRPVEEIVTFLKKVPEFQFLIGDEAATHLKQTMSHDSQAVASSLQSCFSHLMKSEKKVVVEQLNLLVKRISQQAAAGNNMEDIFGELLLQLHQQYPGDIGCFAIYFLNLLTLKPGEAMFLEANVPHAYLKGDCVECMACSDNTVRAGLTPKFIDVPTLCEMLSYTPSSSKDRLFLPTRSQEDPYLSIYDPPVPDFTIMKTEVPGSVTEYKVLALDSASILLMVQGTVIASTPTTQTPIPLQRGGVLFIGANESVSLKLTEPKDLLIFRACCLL
RAM network inh: inhibitors of the yeast RAM network | S. cerevisiae dse1pr::URA3 reporter, 5-FOA growth OD615, 2 d; analog-sensitive cbk1-as2 kinase mutant strain | inhibition, % at 50 µM | 190,000 tested, 1.8% active;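 active means inhibition above a set limit, 3 SD over mean compound inhibition, cut at about 8.4% in these data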;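 further: 0% = DMSO-only wells with no growth and 100% = 10 µM 1-NA-PP1 full growth; inhibition rescues growth on 5-FOA so higher OD means more RAM inhibition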
S1P3 antagonist: blocks the human S1P3 receptor; Q99500; CHO S1P3 NFAT-BLA reporter, FRET fluorescence, antagonist mode; inhibition, % at 4.98 µM; 170,000 tested, 0.27% active; AID 485;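 active means inhibition above the plate cutoff, the mean inhibition of test wells on that plate plus 3 SD, cut at about 28% in these data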;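 further: cells challenged with S1P at its EC80 of 0.8 µM; blue over green emission ratio from cleaved BLA substrate after 4 h stimulation; 0% = S1P-stimulated wells and 100% = unstimulated DMSO-only wells; some compounds past the cut are filed as inactive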
Target sequence (Q99500 whole entry, looked up): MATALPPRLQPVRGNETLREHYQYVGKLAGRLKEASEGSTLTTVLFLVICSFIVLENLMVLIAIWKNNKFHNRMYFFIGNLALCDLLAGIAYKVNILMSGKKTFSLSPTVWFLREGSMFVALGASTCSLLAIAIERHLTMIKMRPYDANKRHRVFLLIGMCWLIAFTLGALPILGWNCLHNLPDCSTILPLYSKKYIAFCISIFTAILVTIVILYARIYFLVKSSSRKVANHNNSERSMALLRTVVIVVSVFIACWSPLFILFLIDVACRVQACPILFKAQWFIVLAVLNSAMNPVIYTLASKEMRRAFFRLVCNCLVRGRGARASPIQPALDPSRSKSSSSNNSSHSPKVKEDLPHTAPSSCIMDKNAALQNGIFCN
Lmaj promast: reduces viability of Leishmania major promastigotes | inhibition, % at 10 µM | AID 1063 | 200,000 tested, 9% active | resazurin fluorescence viability; in the data active means inhibition above about 50%;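 further: promastigotes grown with compound for 44 hours at 28 °C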
TNAP inh hi DEA: blocks human TNAP under high phosphate acceptor concentration | P05186 | inhibition, % at 20 µM | purified TNAP, CDP-star luminescence, 1 M DEA | 200,000 tested, 0.03% active;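 active means over 50% inhibition of tissue-nonspecific alkaline phosphatase at 20 µM in the single-dose screen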;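 further: plate controls were DMSO wells for no effect and EDTA-quenched wells as full inhibition for full effect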
Hsp70 activator: switches on Hsp70 transcription | HeLa Hsp70 promoter luciferase reporter, luminescence; scaled: vehicle 0, proteasome-inhibitor control 100% | activation, % at 10 µM | 200,000 tested, 0.04% active;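 active means activation above the mean across all tested compounds plus 3 SD, cutoff set per campaign, cut at about 5.5% in these data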;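 further: 100% = MG132 at 30 µM as the positive control and 0% = DMSO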
PMI act satM6P: activators of human phosphomannose isomerase at near-saturating mannose 6-phosphate | coupled PMI enzyme assay, resazurin fluorescence, 20 min; stronger effect = higher value; 1 = untreated enzyme, 0 = substrate-free blank | activation factor at 20 µM | 190,000 tested, 0.34% active;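 active means activation factor of 2 or more at 20 µM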
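Test system: human phosphomannose isomerase with PGI, G6PDH, diaphorase coupling enzymes; amount: 15 ng/mL PMI; incubation: enzyme reaction with compound 20 min at room temperature; technique: resorufin fluorescence (Ex 544/Em 590 nm) from resazurin via diaphorase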
TNAP inh no acc: TNAP (human) inhibition, acceptor-free conditions; AID 1012; purified TNAP, CDP-star luminescence, 30 min; inhibition, % at 20 µM; 200,000 tested, 0.26% active;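 active means tissue-nonspecific alkaline phosphatase inhibition above about 50% at 20 µM in the single-dose screen, limit read from the data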;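 further: 0% = DMSO negative control and 100% = EDTA positive control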
Efa HMGR inh: E. faecalis class II HMG-CoA reductase inhibition | purified E. faecalis HMGR, NADPH absorbance 340 nm kinetic | AID 1066 | 190,000 tested, 0.41% active | inhibition, % at 10 µM;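 active means inhibition above a set limit, the median over all tested compounds plus 3 SD, cut at about 9.5% in these data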;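 further: enzyme runs in reverse so mevalonate oxidation gives rising NADPH absorbance; 0% = complete reaction with DMSO and 100% = background rate lacking mevalonate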
* marks the source's active call; other numbers are inactive results; . = not tested or not shown.

Order of values – Redox H2O2 prof	PMI activator	RAM network inh	S1P3 antagonist	Lmaj promast	TNAP inh hi DEA	Hsp70 activator	PMI act satM6P	TNAP inh no acc	Efa HMGR inh
CNC(=O)Cn1ncc2c(C)n(Cc3ccc(C)cc3)c(C)c2c1=O
    -0.7	1	1.6	-19	-9	-7	-0.5	1	-11	-3
CC1(C)CC(=O)c2cc(NC(=O)c3ccc(F)cc3)c(=O)oc2C1
    0.0	1.1	3.4	-1	-1	-5	0.1	1	-6	-4
C=CCNC(=O)c1ccc(C2SCC(=O)N2Cc2ccco2)cc1 (centres undefined)
    -0.4	1	0.4	-15	3	3	-0.4	0.9	-10	-3
O=C(CC1Oc2ccccc2NC1=O)NCCCN1CCN(Cc2ccccc2)CC1 (centres undefined)
    -1.2	1	0.1	-25	-11	-5	-0.2	1	-15	-7
COc1ccccc1N=CC=C1OC(C)(C)C(C)(C)O1
    -0.2	1.2	-0.2	-4	16	-6	-0.3	1.1	-11	2
O=C(NCCCN1CCCC1=O)NC1CCCCC1
    -0.1	1	0.1	.	-2	-1	-0.2	1	-8	-2
O=C(COC(=O)CCc1c[nH]c2ccccc12)NCc1ccc2c(c1)OCO2
    -1.9	0.9	2.6	-13	-3	0	-0.3	0.9	-8	-2
Cc1cccc(-c2nc3c(c(SCC(=O)N4CCOCC4)n2)CCCC3)c1
    0.3	0.8	0.0	.	25	1	-0.1	0.9	-5	1
O=C(CSc1nnnn1-c1ccccc1)Nc1ccc(N2CCOCC2)c(Cl)c1
    -4.8	0.8	3.9	20	-7	0	0.5	0.8	-6	15*
COC(=O)C1=C(C)NC2=C(C(=O)CC(C)(C)C2)C1c1ccccn1 (centres undefined)
    0.6	0.9	0.6	.	-3	-2	-0.4	0.9	-4	-7
O=C(c1ccc(Cl)cc1)N1CCCCC(Sc2nnc(-c3ccc4c(c3)OCO4)o2)C1=O (centres undefined)
    -2.1	1	1.0	32	-5	-6	-0.3	1	-8	0
O=C(Nc1cccc2cccnc12)C1CCCC1
    -0.6	1	0.0	-1	-4	0	-0.3	1.1	-4	-2
O=C(Nc1cc2nn(-c3ccccc3)nc2cc1Cl)c1ccco1
    2.5	0.9	1.3	-13	-6	-2	0.3	0.8	-9	-2
CC1=CC(=O)C=C(C)C1=NOC(=O)c1cccc([N+](=O)[O-])c1
    -0.1	1	0.9	.	84*	-2	-0.1	1	-9	1
O=c1[nH]c2cc3c(cc2cc1CN(CCCO)C(=S)NCc1ccco1)OCO3
    -1.9	0.9	0.5	12	-6	-2	-0.4	0.8	-5	0
COc1ccccc1NC(=O)c1ccc(CN(c2cc(Cl)ccc2C)S(=O)(=O)c2ccccc2)cc1
    0.7	1.1	5.6	.	2	-4	0.0	1.1	-2	-6
Cc1cccc(CCNC(=O)CCc2c(C)nc3ncnn3c2C)c1
    2.8	1	-0.3	.	-2	-3	0.1	1	-7	-1
CCNc1nc(OC)nc(Oc2ccc(C(=O)OC)cc2)n1
    0.4	0.9	0.7	.	-2	4	0.2	1	1	-6
CCOC(=O)N1CCN(C(=O)CSc2ccc(-c3ccc(OC)c(OC)c3)nn2)CC1
    -0.8	1	0.1	-6	9	2	-0.1	0.9	1	-2
Cn1c(N)c(C(=O)COC(=O)C2CCCC2)c(=O)n(C)c1=O
    0.1	1	-0.4	-4	-5	1	-0.5	1	0	-5
CN(C)[C@@H](CO)c1nnc([C@H](CC(=O)O)NC(=O)C2CCNCC2)o1
    0.6	1.2	0.4	-5	0	-4	-0.4	1.1	-14	0
Cc1cc(C)nc(N/N=C/c2ccc3c(c2)OCCO3)n1
    -0.2	0.9	0.8	18	1	-3	0.1	1	-5	0
Cc1ccc(NC(=O)c2cc(F)c(F)cc2Cl)nc1
    -0.2	1	0.4	4	-2	-7	0.2	1	-6	-10
COc1ccc(C(=O)N2CCOC2CNC(=O)C(=O)NCc2ccc3c(c2)OCO3)cc1 (centres undefined)
    0.6	1	2.3	-8	-4	-6	-0.2	0.9	-12	-5
COc1ccc(C/C(O)=C(\C#N)c2nc3ccccc3[nH]2)cc1OC
    2.1	1.1	0.8	-12	-2	-4	0.5	1	4	-9
Nn1c(COc2ccccc2)nnc1SCC(=O)O
    1.8	0.9	1.6	-11	-3	0	-0.2	1	-6	3
c1ccc(OCCSc2nc3ccccc3[nH]2)cc1
    0.5	1	2.6	.	7	-2	-0.1	1	-33	13*
COc1ccccc1CNC(=O)c1c(N)n(CCCN2CCOCC2)c2nc3ccccc3nc12
    1.6	0.8	-0.7	.	51*	-2	-0.2	0.5	-12	-4
O=C(NCC1CCCO1)c1ccc(COc2ccccc2Br)cc1 (centres undefined)
    -0.7	0.9	-0.4	13	0	-2	-0.3	0.9	-7	-1
OCCN1CCN(Cc2cc(Cl)c3cccnc3c2O)CC1
    -0.1	0.5	-1.2	.	100*	0	0.4	0.5	10	-4
CCN(C(=O)c1cnc2scc(C)n2c1=O)c1ccccc1C
    -1.5	1	-0.5	-5	-5	-5	-0.5	1	-11	-10
COc1ccc(CNC(N)=O)cc1
    0.8	.	1.9	.	-3	.	-0.1	.	.	0
CCn1c(SCC(=O)OC2CCCCC2)nc2ccccc2c1=O
    2.0	0.8	2.0	10	27	-2	-0.5	0.9	-3	-5
Nc1nc2ccccc2n1C(=O)CCc1ccccc1
    0.7	0.9	2.4	15	-3	2	0.1	0.9	-10	-1
O=C(C(c1ccccc1)N1CCOCC1)N1CCOCC1 (centres undefined)
    -0.1	0.9	0.1	.	-2	-5	-0.2	0.9	-14	1
CN1/C(=C/C2CC(=O)N(c3ccc([N+](=O)[O-])cc3)C2=O)C(C)(C)c2ccccc21 (centres undefined)
    2.2	1.6	3.4	.	0	2	-0.2	1.9	-11	-4
Cc1ccnc(NS(=O)(=O)c2ccc(NC(=O)C3COc4ccccc4O3)cc2)n1 (centres undefined)
    9.6	1.1	2.9	-19	-4	1	0.0	1.1	-7	0
Nn1c(Nc2ccc(Cl)cc2)nncc1=O
    0.4	1	0.0	-27	-4	-1	-0.1	1	4	-5
Cc1cc(C=O)c(C)n1-c1cccc(C(=O)O)c1
    -0.3	1	2.2	5	-3	-1	-0.3	1	-4	-2
COc1cc(C(C)=O)ccc1COc1ccc(C(=O)OC(C)C(=O)NC(N)=O)cc1OC (centres undefined)
    0.3	0.8	-0.1	1	-2	-1	-0.4	0.8	-16	-7
O=C(CSc1ccc2nnc(CCNC(=O)c3ccccc3)n2n1)Nc1ccccc1F
    0.1	0.9	0.6	4	-9	1	-0.2	1	11	-8
Cc1ccc(N2C(=O)CSC2c2cccnc2)cc1F (centres undefined)
    -0.5	1.1	-0.4	-41	13	-3	0.1	1	-17	-2
O=C(c1cccc(N2C(=O)C3C4C=CC(C4)C3C2=O)c1)N1CCCCCC1 (centres undefined)
    -0.6	0.9	-0.7	.	-4	-6	-0.3	1	-16	-6
C/C=N/NC(=O)c1cc(Br)ccc1O
    -0.1	1	0.6	-6	-9	2	-0.4	1	-1	-2
O=C(Cc1cccc2ccccc12)Nc1ccc2oc(-c3ccccc3)nc2c1
    0.3	1	1.7	.	41	-1	-0.3	1	-14	2
Cc1ccc(NC(=O)CSc2ncc(S(=O)(=O)c3ccccc3)c(=O)[nH]2)cc1C
    0.3	0.9	1.9	2	-7	2	-0.1	1	-8	-5
S=C(NCc1ccco1)Nc1ccc2c(c1)OCCO2
    -0.8	1	1.7	-10	-5	1	0.1	1	-6	-3
COc1ccc(CCNC(=O)Cn2nnc(-c3ccc(OC)c(OC)c3)n2)cc1OC
    -0.7	.	1.1	-15	-5	-2	-0.1	.	-11	-4
COc1ccc(NC(=O)CC2Nc3cccc4cccc(c34)NC2=O)cc1 (centres undefined)
    0.5	0.8	2.6	-10	10	9	0.5	0.7	-11	-3
CC(C)CC1N=C2c3ccccc3N=C(SCc3cc(=O)n4ccccc4n3)N2C1=O (centres undefined)
    2.8	.	.	16	-1	.	-0.2	.	.	.
COC(=O)Cc1c[nH]c2cccc(OCC(O)CN(Cc3ccccc3)C(C)C)c12 (centres undefined)
    0.4	1.2	-1.1	.	98*	-2	0.0	1.1	-8	4
O=[N+]([O-])c1cccc(C(=S)N2CCN(c3ccc(F)cc3)CC2)c1
    5.5	0.7	1.5	-24	-1	-4	-0.3	0.9	-19	0
CC(=O)c1ccc(C(=O)N(CCN(C)C)c2nc3c(Cl)cccc3s2)cc1
    -0.3	1.2	-0.5	-5	-2	2	-0.1	1.2	2	-5
O=C(Nc1ccccn1)c1cc(-n2cnnc2)ccc1Cl
    0.9	1	1.4	12	-2	-3	0.0	1	-12	-2
c1ccc(-c2cnc(CSc3nnc4ccccn34)o2)cc1
    -2.2	0.9	2.4	15	-9	1	0.1	1	-8	-1
COc1ccc(NC(=S)NCc2ccc(S(N)(=O)=O)cc2)c(OC)c1
    -0.6	0.9	-0.5	-5	-4	-3	-0.4	1	4	-7
COc1cc(C(=O)Nc2cc(-c3nc4cc(C)ccc4o3)ccc2C)cc(OC)c1OC
    0.4	0.9	1.6	-40	10	-5	0.1	0.9	-18	0
COc1cc(C(=O)N[C@H](C(=O)NC(C)C23CC4CC(CC(C4)C2)C3)C(C)C)cc(OC)c1OC (some centres undefined)
    0.1	1.1	1.2	.	28	-5	-0.3	1.1	-24	-3
O=C(Cc1c[nH]c2ccccc12)Nc1ccc(N2CCOCC2)cc1
    -1.2	1	2.0	0	8	-3	-0.3	0.7	-1	0
CCCC(=O)Nc1nnc(SCC(=O)NCc2ccc3c(c2)OCO3)s1
    -2.5	1.1	2.9	-11	-12	1	0.1	1	-9	0

Additional entries.
Order of values – Redox H2O2 prof	PMI activator	RAM network inh	S1P3 antagonist	Lmaj promast	TNAP inh hi DEA	Hsp70 activator	PMI act satM6P	TNAP inh no acc	Efa HMGR inh
CCCCOC(=O)/C=C/c1c(C)[nH]c(=O)[nH]c1=O
    0.3	1.1	-0.1	-3	52*	-5	-0.2	1.1	0	-6
COc1ccc(Cl)cc1S(=O)(=O)n1cnc2ccccc21
    0.6	0.9	0.8	-28	-4	-1	-0.1	1	2	3
COC(=O)c1ccc(C(=O)OC)c(NC(=S)N2CCCCC2C)c1 (centres undefined)
    -0.3	0.8	-1.1	2	-1	2	-0.1	0.9	-6	-1
Cc1onc(-c2c(F)cccc2Cl)c1C(=O)N1CCc2ccccc2C1
    2.2	1	0.5	-6	100*	-5	-0.3	1	-5	-3
O=S(=O)(c1ccc(F)cc1)n1ccc(-c2cnc(-c3ccccc3)s2)n1
    1.9	0.8	4.6	.	2	-6	-0.1	0.9	-7	2
Cc1ccc(Nc2nc3nonc3nc2N(C)C)cc1
    -4.6	1	0.6	.	-1	-1	-0.1	1	-9	-4

Assay outcomes deposited in PubChem BioAssay by several laboratories.
